# Compound activity: PubChem, Sanford-Burnham Center for Chemical Genomics
# hIAP block: blocks human intestinal alkaline phosphatase. purified IAP, CDP-Star luminescence, 30 min. inhibition, % at 10 µM. 0.12% of 330,000 active;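 active means inhibition reaching a set limit with compound at 10 µM in the primary screen, cut at about 35% in these data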;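 further: plate controls were DMSO wells with enzyme for no effect and no-enzyme buffer wells for full effect; values of inactives mirror those of a sister screen read the other way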
# Target sequence (P09923 whole entry, looked up): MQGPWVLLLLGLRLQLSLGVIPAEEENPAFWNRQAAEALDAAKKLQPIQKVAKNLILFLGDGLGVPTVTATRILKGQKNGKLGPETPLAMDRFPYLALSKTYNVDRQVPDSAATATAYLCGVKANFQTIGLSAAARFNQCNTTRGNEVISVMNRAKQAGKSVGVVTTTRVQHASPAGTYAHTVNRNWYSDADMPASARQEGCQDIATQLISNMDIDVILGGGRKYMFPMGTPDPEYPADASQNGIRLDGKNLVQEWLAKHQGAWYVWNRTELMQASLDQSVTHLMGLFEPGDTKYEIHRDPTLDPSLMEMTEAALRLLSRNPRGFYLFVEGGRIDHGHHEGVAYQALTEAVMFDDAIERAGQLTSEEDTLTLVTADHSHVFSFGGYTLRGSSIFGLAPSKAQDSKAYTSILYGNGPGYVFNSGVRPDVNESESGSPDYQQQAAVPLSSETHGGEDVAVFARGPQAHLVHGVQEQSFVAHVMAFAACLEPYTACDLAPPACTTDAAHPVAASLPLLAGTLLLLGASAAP
# APOBEC3G inh: APOBEC3G (human) deaminase inhibition. Q9HC16. recombinant A3G, ssDNA deamination FAM/TAMRA fluorescence. inhibition, % at 20 µM. 0.28% of 330,000 active. AID 493012;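 active means inhibition of at least 40% at 20 µM, with no more than 30% in the related APOBEC3A deaminase screen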;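 further: plate controls were DMSO wells with A3G for no effect and wells lacking A3G enzyme for full effect; some compounds called inactive have numbers as strong as hits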
# Target sequence (Q9HC16 whole entry, looked up): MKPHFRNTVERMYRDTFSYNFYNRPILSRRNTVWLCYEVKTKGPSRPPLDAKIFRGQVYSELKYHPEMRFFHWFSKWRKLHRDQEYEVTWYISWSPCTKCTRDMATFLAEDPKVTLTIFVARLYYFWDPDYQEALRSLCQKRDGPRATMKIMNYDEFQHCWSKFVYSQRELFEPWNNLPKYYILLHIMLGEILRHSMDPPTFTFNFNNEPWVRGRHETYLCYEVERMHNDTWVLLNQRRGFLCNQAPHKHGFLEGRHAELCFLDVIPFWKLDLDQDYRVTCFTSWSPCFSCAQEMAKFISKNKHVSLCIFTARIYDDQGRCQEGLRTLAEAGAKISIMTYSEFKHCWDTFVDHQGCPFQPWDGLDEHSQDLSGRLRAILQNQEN
# beta cell repl: MIN6 beta-cell proliferation induction. 0.29% of 330,000 active. MIN6 cells proliferation, ATPlite luminescence, 48 h; cells starved in 0.2% serum; 100% = growth in 10% serum. proliferation, % at 10 µM. AID 2380;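 active means compounds whose signal lies at least 3.5 SD above the mean of all wells on their plate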;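 further: 0% = DMSO-treated cells in low-serum medium and 100% = 10% serum control; some compounds called inactive have numbers as strong as hits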
# NLRP3 yeast inh: inhibitors of NALP3 inflammasome in yeast; 0.39% of 330,000 active; Yeast reconstituted NLRP3/ASC/caspase-1, beta-gal luminescence, 24 h; inhibition, % at 10 µM;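 active means inhibition of 50% or more; inactive means inhibition below 50%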;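 further: plate controls were induced DMSO wells for no effect and uninduced yeast grown without galactose for full effect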
# APOBEC3A inh: inhibitors of human APOBEC3A DNA deaminase | 0.41% of 330,000 active | inhibition, % at 20 µM | P31941 | recombinant A3A, FAM/TAMRA ssDNA deamination fluorescence;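 active means at least 40% inhibition at 20 µM here, with at most 30% in a related deaminase screen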;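 further: plate controls were A3A with DMSO for no effect and wells lacking A3A enzyme for full effect; some results filed as inactive read as strong as hits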
# mIAP act: increases mouse intestinal alkaline phosphatase activity; AID 2805; activation factor at 10 µM; muIAP, CDP-Star luminescence, 30 min; hits give high values; 1 = vehicle-only enzyme signal, 0 = enzyme-free wells; 0.24% of 330,000 active;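 active means activation factor of at least 2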; further: the source names both 10 and 20 µM as test concentration; values of inactives mirror those of a sister screen read the other way
#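 Assay system: mouse IAP enzyme / Compound: DMSO-dissolved test compounds / Timing: 30 min, room temperature / Measured by: luminescence from enzymatic CDP-Star hydrolysis / Control set: DMSO-only wells, enzyme-free buffer wells as negative control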
# mIAP inh: blocks mouse intestinal alkaline phosphatase; purified mouse IAP, CDP-Star luminescence, 30 min; inhibition, % at 10 µM; 0.2% of 330,000 active;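 active means inhibition of at least 40% at 10 µM in the primary screen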;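 further: plate controls were DMSO with enzyme for no effect and no enzyme wells for full effect; values of inactives mirror those of a sister screen read the other way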
# tim10-1 inh: inhibits growth of tim10-1 mutant yeast | 2.2% of 330,000 active | inhibition, % at 20 µM | AID 463190 | S. cerevisiae tim10-1 ts strain growth, BacTiter-Glo, 24 h;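 active means inhibition of at least 40%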;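 further: mutant grown at 25 °C; 0% = DMSO wells with yeast and 100% = wells holding no yeast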
# TIM10 inh: growth inhibitors of TIM10 yeast strain; S. cerevisiae TIM10 strain growth, BacTiter-Glo luminescence, 24 h; AID 463195; 1.4% of 330,000 active; inhibition, % at 10 µM;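 active means inhibition of 40% or more at the single tested concentration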;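 further: wild-type TIM10 isogenic control strain grown at permissive 25 °C; 0% = DMSO yeast wells and 100% = minimal medium wells without yeast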
# Starred values were filed as active, the others as inactive. This is a random part of the collection. Share with any hit: about 4.6%.
SMILES,hIAP block,APOBEC3G inh,beta cell repl,NLRP3 yeast inh,APOBEC3A inh,mIAP act,mIAP inh,tim10-1 inh,TIM10 inh
COC(=O)c1cc(CNC(=O)CC(C)c2ccccc2)ccc1OC (stereo not given),6.0,-5.0,0.2,5.3,-0.7,0.951,4.9,-15.5,9.9
O=C(O)C1C2C=CC(C2)C1C(=O)NCc1cccnc1 (stereo not given),7.8,-3.2,-0.1,11.0,-1.3,1.02,-1.9,4.1,10.2
Cc1cc(=O)oc2c3c4c(cc12)OCCN4CCC3,-12.8,-2.8,-2.0,3.5,-2.7,1.04,-4.1,15.4,-2.3
O=C1CN(S(=O)(=O)c2ccc(Br)cc2)c2ccccc2N1,6.2,-7.8,-2.5,2.2,-2.8,0.976,2.4,5.4,2.5
O=[N+]([O-])c1ccc2c(c1)S(=O)c1ccccc1-2 (stereo not given),-1.7,-3.4,-1.5,9.2,-1.9,1.04,-4.0,1.6,-14.5
COc1ccc(C/C(N)=N/OC(=O)Cc2ccccc2)cc1OC,-12.4,-4.4,-4.2,3.3,0.1,1.01,-0.8,16.0,-1.8
O=C(CCCNC(=O)c1ccc(Cl)cc1)OCc1cccc(Br)c1,3.0,1.9,-1.4,25.3,21.3,0.976,2.4,-10.1,-17.4
CCOC(=O)c1c(C)nc2sc3c(=O)n(-c4ccc(C(C)=O)cc4)cnc3c2c1-c1ccc(Cl)cc1,8.6,5.2,-3.5,3.7,-2.4,0.896,10.4,13.9,9.0
COc1ccc(C(=O)CC(=O)O)c2c1C=CC(C)(C)O2,-2.5,-6.0,-1.9,7.3,-3.4,0.94,6.0,6.7,-11.2
CC(=O)c1ccc(NC(=O)C2CCCC2)cc1,-6.3,-1.2,0.1,23.7,0.8,1.07,-6.6,18.4,12.0
CCOCCCNC(=O)CCNC(=O)c1cc(OC)c(OC)c(OC)c1,0.5,-3.2,-1.3,-5.5,-0.8,0.925,7.5,-4.5,-6.5
Cc1c(CCC(=O)N2CCC(C(=O)O)(c3ccccc3)CC2)c(=O)oc2cc3oc4c(c3cc12)CCCC4,25.6,-7.6,0.9,13.5,-3.2,0.871,12.9,24.6,13.4
COc1ccc(NC(=O)CN(C)C(=O)c2cccc(S(=O)(=O)N3CC4(C)CC3CC(C)(C)C4)c2)cc1 (stereo not given),-19.9,-3.6,-3.0,14.6,2.7,1.04,-3.6,11.2,4.0
CCCCn1c(CCC(=O)O)nc2cc(S(=O)(=O)N3CCCC3)ccc21,-18.9,-7.5,-3.4,21.3,-2.4,1.1,-9.8,-2.2,-3.5
Clc1ccc(CN=C2Nc3ccccc3CS2)cc1,7.8,-3.7,-4.5,21.8,1.3,1.06,-5.6,35.6,40.9*
CCn1c(=O)c(C(=O)NNC(=O)c2cccc(Cl)c2)c(O)c2ccccc21,-12.2,-14.2,1.0,15.6,-6.1,0.956,4.4,46.1*,3.9
CC1S/C(=N/N=C2CCCCC2)NC1=O (stereo not given),19.0,1.3,-0.9,13.3,0.2,0.926,7.4,-6.9,6.2
CN(C)c1ccc(C2Nc3ccccc3C(=O)N2NS(C)(=O)=O)cc1 (stereo not given),-8.7,-4.9,-1.9,-3.9,-1.6,0.966,3.4,9.9,4.7
c1ccc2sc(-c3ccc4c(c3)OCO4)nc2c1,-46.5,-8.8,-4.6,22.9,-1.6,0.948,5.2,45.3*,8.8
Cc1ccc2[nH]c(=O)c(CN(CC3CCCO3)C(=S)NCc3ccco3)cc2c1 (stereo not given),9.2,-7.6,0.0,19.5,2.1,0.942,5.8,6.7,6.5
CCOc1cccc2sc(N(CCN(CC)CC)C(=O)c3ccc(S(=O)(=O)N4CCCCC4)cc3)nc12,-9.6,-6.6,0.6,9.2,-0.9,0.934,6.6,48.1*,-10.6
CN1/C(=C\C(=O)C[n+]2ccc3ccccc3c2)C(C)(C)c2ccccc21,-8.3,-5.4,-4.8,7.6,1.3,1.02,-2.5,9.9,1.7
Cn1ccnc1SCCNC(=O)CCc1nnc(CCc2ccccc2)o1,16.5,-3.2,-2.8,7.6,-2.1,1.04,-3.9,11.3,-1.3
COc1ccc(CCNC(=O)[C@@H](NC(N)=O)C(C)C)cc1,-5.7,-8.7,-0.6,12.5,20.5,1.16,-16.1,2.6,-8.4
CCC(C)NC(=O)c1cc2cc3ccc(OC)cc3nc2s1 (stereo not given),-6.1,-4.7,-2.7,3.7,-2.1,0.951,4.9,27.4,45.8*
SMILES,hIAP block,APOBEC3G inh,beta cell repl,NLRP3 yeast inh,APOBEC3A inh,mIAP act,mIAP inh,tim10-1 inh,TIM10 inh
Cc1ccc(-c2c[n+](CC(=O)Nc3nc(-c4ccc(F)cc4)cs3)c3n2CCC3)cc1,-1.6,-3.2,-4.7,11.5,4.9,1.11,-11.4,-42.9,-34.0
CCCCCCCc1ccc(C2NC(=S)NC3=C2C(=O)c2ccccc23)cc1 (stereo not given),-5.4,-6.8,-1.4,16.7,-6.1,0.891,10.9,-5.4,-1.7
COC(=O)/C(=C\Nc1ccccc1N)c1ncc(C(F)(F)F)cc1Cl,9.0,4.6,0.0,3.7,4.9,0.944,5.6,23.4,8.2
Cc1nc(CSc2ccccc2)cc(=O)[nH]1,-9.2,-3.7,-0.8,23.4,1.1,1.02,-2.1,20.2,-2.4
COCCc1nnc(NC(=O)C(C)C)s1,8.5,-15.7,-1.9,17.0,-5.3,0.968,3.2,11.5,12.6
O=C(NCc1ccccc1)C1=C[C@H](C2CC2)C[C@H](OCCCCO)O1,8.9,-9.0,4.2,14.0,-4.3,1.15,-15.2,8.5,3.8
Cn1c(C(C(=O)NCC2CCCO2)N(C(=O)Cn2nnc3ccccc32)C2CCCCC2)nc2ccccc21 (stereo not given),5.5,-9.7,-1.3,-11.5,2.0,0.96,4.0,21.5,5.9
CC(C)C1=NN(C(=O)c2ccccc2)C(O)(C(C)(C)C)C1 (stereo not given),-19.9,-0.9,0.9,-1.7,-0.5,0.874,12.6,15.4,22.3
CCOC(=O)NC(NCc1cccc(C(F)(F)F)c1)(C(F)(F)F)C(F)(F)F,1.9,-8.3,-2.1,-6.7,0.6,1.12,-12.2,8.7,4.9
CC(O/N=C(\N)c1ccccc1)C(=O)Nc1cccc(C(F)(F)F)c1 (stereo not given),-5.4,-2.4,-1.4,15.1,1.6,1.09,-8.6,-19.5,6.0
Cc1ccc(Oc2nc(CN3CCOCC3)nc3sc4c(c23)CCC(C)C4)cc1 (stereo not given),5.3,0.8,-5.3,24.1,2.8,0.998,0.2,27.9,19.0
COc1ccc(N(CC(=O)Nc2cc(C)ccc2OC)S(=O)(=O)c2c(C)noc2C)cc1,-5.2,-8.4,-2.5,3.2,-3.1,1.02,-2.3,22.3,27.5
CS(=O)(=O)c1ccc(-c2cccc(NC(=O)COc3ccccc3)c2)nn1,13.3,-2.3,11.5,-1.6,-0.8,1.08,-8.1,-4.6,-8.9
Nc1ccccc1C#Cc1ccc2[nH]ccc2c1,1.0,-13.4,-3.1,25.2,-4.7,1.02,-2.1,43.6*,25.4
Cn1c(N)c(C(=O)NCc2ccccc2)sc1=S,-12.2,11.0,-2.5,-1.0,-4.2,0.915,8.5,12.7,16.7
O=C1OC(c2ccc(Cl)cc2)=C/C1=C/c1cccnc1,-3.4,13.2,-4.3,6.4,61.6*,0.991,0.9,13.5,21.5
COc1ccc2c(c1)n([O-])c1c([n+]2=O)CCC1,5.4,3.2,0.0,-4.0,5.2,1.04,-4.4,-10.6,-1.7
O=C(c1ccc(Br)cc1)N1CCCC(c2nc(-c3cccs3)no2)C1 (stereo not given),2.0,-6.5,-3.4,23.3,-2.1,0.947,5.3,-0.6,4.5
CS(=O)(=O)N1CCN(C(=O)c2csc3ccccc23)CC1,1.8,-1.8,1.0,-16.5,5.8,1.01,-1.4,13.7,7.2
CCOC(=O)c1cc(-c2ccc(N3CCOCC3)cc2)nn1-c1ccccc1,12.1,-7.5,0.3,13.3,-0.9,0.945,5.5,27.9,24.0
C/C(N)=C(/C#N)C(=O)CSc1nc2scc(-c3ccccc3)c2c(=O)n1C,-3.4,1.5,-2.5,12.3,-5.4,0.99,1.0,13.8,23.9
CCN(c1ccc(C)cc1C)S(=O)(=O)c1nnc(NC(=O)c2ccco2)s1,-21.4,2.6,-1.1,9.0,3.8,0.99,1.0,38.1,23.5
O=C(O)/C(=C/c1cccnc1)NC(=O)c1ccccc1,-17.0,-5.6,0.0,2.8,-0.4,1.07,-7.2,5.2,-7.6
CC(C)c1ccc(NC(=O)c2cccc(NC3=NC4CS(=O)(=O)CC4S3)c2)cc1 (stereo not given),19.5,-9.0,2.0,4.1,-6.7,0.931,6.9,6.6,-7.0
CC12CCCc3c(O)cc(=O)n(c31)-c1ccccc12 (stereo not given),-7.0,-7.5,-2.1,20.9,-6.0,1.11,-11.1,23.4,12.4

# Reprinted at random: 4 records from the list.
SMILES,hIAP block,APOBEC3G inh,beta cell repl,NLRP3 yeast inh,APOBEC3A inh,mIAP act,mIAP inh,tim10-1 inh,TIM10 inh
CC(O/N=C(\N)c1ccccc1)C(=O)Nc1cccc(C(F)(F)F)c1 (stereo not given),-5.4,-2.4,-1.4,15.1,1.6,1.09,-8.6,-19.5,6.0
CCOC(=O)c1cc(-c2ccc(N3CCOCC3)cc2)nn1-c1ccccc1,12.1,-7.5,0.3,13.3,-0.9,0.945,5.5,27.9,24.0
O=C(NCc1ccccc1)C1=C[C@H](C2CC2)C[C@H](OCCCCO)O1,8.9,-9.0,4.2,14.0,-4.3,1.15,-15.2,8.5,3.8
Cn1c(C(C(=O)NCC2CCCO2)N(C(=O)Cn2nnc3ccccc32)C2CCCCC2)nc2ccccc21 (stereo not given),5.5,-9.7,-1.3,-11.5,2.0,0.96,4.0,21.5,5.9

# (cont.)
SMILES,hIAP block,APOBEC3G inh,beta cell repl,NLRP3 yeast inh,APOBEC3A inh,mIAP act,mIAP inh,tim10-1 inh,TIM10 inh
Cc1ccc(NC(=O)CCN2CCc3ccccc3C2)cc1,-2.8,-6.9,-0.1,16.9,-4.8,1.02,-2.5,7.0,9.6
CN(c1ccccc1)S(=O)(=O)c1ccccc1Br,0.5,-10.9,-0.5,25.1,-1.8,1.06,-6.2,-19.9,-27.9
CCCS(=O)(=O)N1CCN(C(=O)c2cccc(OC)c2)CC1,10.7,0.8,-1.6,-6.8,1.5,0.92,8.0,13.5,11.3
CN1CCN(S(=O)(=O)c2cccc(C(=O)Nc3sc4c(c3C(N)=O)CCCC4)c2)CC1,13.4,-11.5,-1.6,15.4,-4.2,0.957,4.3,20.8,-0.8
C=CCc1c(C)nc(-c2ccccc2)nc1Nc1ccc(O)cc1,10.5,-5.6,-2.5,13.4,0.2,0.94,6.0,33.0,40.3*
COc1ccc(CCn2c(N)c(C#N)c3nc4ccccc4nc32)cc1OC,6.1,2.9,-2.4,-0.9,4.3,1.07,-7.4,19.2,-9.1
CCN(CC)CCNC(=O)c1cccc(NC(=O)C(=O)c2cc(Br)ccc2NC(C)=O)c1,4.6,-11.8,-0.4,-5.7,1.0,1.02,-1.8,-0.7,9.0
O=C1NC(c2ccc(Br)cc2)=N/C1=C/c1ccco1,16.1,-6.7,0.3,7.8,-3.0,0.851,14.9,14.8,8.2
CC(C)(C)c1ccc(-n2ncc3c2CCCC3NC(=O)CN2CCCC2=O)cc1 (stereo not given),-3.7,-8.2,1.0,18.0,-1.2,1.08,-8.4,0.2,13.7
CCCn1nnc(NC(=O)COc2ccccc2Cl)n1,-14.2,-9.4,-2.3,1.1,-5.5,1.07,-6.6,-7.3,-12.8
